# Platelet DG rel: platelet dense granule release activity; AID 1663; 0.22% of 300,000 active; human platelet-rich plasma, SFLLRN dense granule ATP release, luminescence; inhibition, %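 (compounds screened at 7.5 µM in platelet-rich plasma)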;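 active = mean replicate score, as percent of positive control, at or above 50; inconclusive = mean below 50 but at least one replicate at or above 50; inactive = mean and every replicate below 50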
# KLF5 inh: suppresses KLF5 promoter-driven expression; DLD-1 KLF5 promoter-luciferase reporter, luminescence; inhibition, % at 5 µM; 0.23% of 290,000 active;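 active = inhibition above a per-plate limit of that plate's mean compound inhibition plus 3 SD, cut at about 60% in these data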;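 note: 0% = DMSO wells and 100% = LY294002 at 200 µM; higher means less KLF5 promoter-driven luciferase light; inactives centre near -14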
# HSF1 inhib: HSF1 inhibition | activity change, negative = inhibition, % at 7.5 µM (by protocol) | NIH3T3-HGL HSE-luciferase, MG132-induced, luminescence 8 h; hits give low values | AID 2098 | 0.77% of 300,000 active;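 active = more than half of replicate wells show activity change below -50%, luminescence cut by over half; inconclusive = some wells, but at most half, below -50%; inactive = no replicate well below -50%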;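 note: luciferase reports HSF-1 transcriptional activity via heat shock element; 0% = median of DMSO wells and -100% = zero luminescence signal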
# aSyn 5UTR inh: MLPCN primary screen, SNCA 5' untranslated region; inhibition, % (tested at 7.5 µM); 0.82% of 300,000 active; AID 1813; alpha-synuclein 5'UTR reporter, inhibitor activity; in the data active = inhibition above about 60%; inconclusive = no clear call, values can overlap the other calls;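 note: H4 neuroglioblastoma cells stably carrying SNCA 5'UTR luciferase fusion; 0% = DMSO wells and 100% = positive control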
# HIF act: HIF pathway transcriptional activation; U2OS HRE-luciferase reporter, luminescence; normalized: DMSO 0%, desferrioxamine 100%; 0.32% of 300,000 active; activation, % at 7.5 µM (by protocol);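 active = mean activation of at least 10% of the iron chelator positive control signal, with at least half of replicates also reaching 10%; inconclusive = mean and replicate majority disagree about reaching 10%; inactive = mean and most replicates under 10%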
# AI-2 QS mod: Vibrio harveyi AI-2 quorum sensing modulation; Vibrio harveyi JMH597 AI-2 luminescence/OD600 ratio, 9 h; hits give low values; strain lacks LuxN and CqsS sensors; 0 = neutral-control median; activity change, % at 7.5 µM; 0.4% of 300,000 active; AID 2094; in the data active = activity change below about -75%, passing the limit was not always enough; inconclusive = no clear call, values can overlap the other calls;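 note: luminescence divided by OD600 gain over 9 h not by final OD600 alone; inactives centre near 13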
# IEC-6 cytotox: kills IEC-6 intestinal cells in KLF5 counter-screen. AID 1825. IEC-6 cytotoxicity, luminescence viability. inhibition, % at 5 µM. 0.78% of 290,000 active; in the data active = inhibition above about 22%;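 note: 0% = plate median of test compound wells and 100% = cytotoxic reference compound wells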
# SKKanGAS inh: SKKanGAS growth inhibition; inhibition, % at 7.5 µM; S. pyogenes SKKanGAS, kanamycin growth, BacTiter-Glo, 6 h; 1.3% of 300,000 active;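 active = mean replicate score, as percent of positive control median, at least 50; inconclusive = mean below 50 but one replicate at or above 50; inactive = mean and every replicate below 50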;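 note: strain carries kanamycin resistance gene driven by streptokinase promoter and grows in 40 µg/ml kanamycin; loss of luminescence reflects streptokinase promoter inhibition or plain growth inhibition; 0% = median of DMSO wells and 100% = positive control at its reference dose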
# HSP90 inh: blocks HSP90-mediated luciferase refolding in reticulocyte lysate | inhibition, % at 5.6 µM | AID 1789 | 0.91% of 290,000 active | Rabbit reticulocyte lysate, luciferase refolding luminescence, 3 h;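 active = inhibition above the screen-wide mean plus 3 SD, computed separately per campaign, cut at about 16% in these data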;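 note: 0% = DMSO wells and 100% = 60 µM geldanamycin wells; inhibitors lower the luminescence because luciferase stays unfolded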
# HSF1 activator: increases HSF-1 driven luciferase reporter signal; NIH3T3-HGL HSF-1 luciferase reporter, MG132, 8 h; 100% = twice DMSO control signal; 1.7% of 300,000 active; activation, % at 9 µM;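 active = mean replicate activation of at least 50% with a set share of replicates each reaching 50%; inconclusive = only one of those two conditions met; inactive = mean below 50% and too few replicates reaching it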;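 note: 0% = median of the neutral control wells and 100% = twice that signal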
# * = called active by the depositor; ? = inconclusive; · = not tested or not shown.
SMILES,Platelet DG rel,KLF5 inh,HSF1 inhib,aSyn 5UTR inh,HIF act,AI-2 QS mod,IEC-6 cytotox,SKKanGAS inh,HSP90 inh,HSF1 activator
CCn1c(CNC(=O)c2ccco2)nnc1SCC(=O)c1ccc(OC)cc1,-4,-5,-2,-2,-0.2,14,-6,-1,3,-3
CCC(C)Nc1nc2ccccc2n2c(C)nnc12 (stereo not given),-3,-15,4,19,-0.5,-5,6,0,3,37
CCC(=O)N/N=C/c1ccc(OS(=O)(=O)c2ccccc2)cc1,-3,-33,0,1,-0.1,16,-1,0,22*,3
Cc1ccc2nc(-c3ccc(NC(=O)CN4CCN(c5ccccn5)CC4)cc3)sc2c1,4,-136,1,-146,2.4,30,-2,6,-3,-11
C/C(=N/NC(=O)c1sc(NS(=O)(=O)c2ccccc2)nc1C)c1ccccc1,11,-15,·,25,0.0,25,1,21,0,·
O=C(N/N=C/c1ccc(OC(=O)c2cccs2)cc1)c1cccc(F)c1,-2,-8,5,-97,2.3,12,1,-1,-4,9
COC(=O)c1cn(CCOc2ccc(C)cc2)c2ccccc12,13,-15,45,-23,-0.6,18,-8,11,4,100*
COc1ccc(C(=O)Oc2cccnc2)cc1OC,3,-55,-1,3,-0.2,25,3,6,-2,0
O=C(NC1(C(F)(F)F)NC(=O)N(Cc2ccccc2)C1=O)c1cccs1 (stereo not given),5,-15,-3,21,0.0,57,2,0,2,-13
Cc1ccc(S(=O)(=O)N2CCN(CCc3ccccc3)CC2)c(C)c1,·,-20,-9,-1,-0.3,14,0,-2,0,3
COC(=O)c1ccc(CNC(=O)COC(=O)c2ccccc2-c2ccccc2)cc1,21,·,-2,2,-0.2,13,·,25,·,4
C=CCn1cccc(C(=O)Nc2ccc(OC)cc2OC)c1=O,5,-7,-8,-31,0.5,20,-4,0,1,-16
CCOC(=O)N1CCN(Cc2nc3c(c(=O)n(C)c(=O)n3C)n2Cc2cccc3ccccc23)CC1,73*,·,-3,18,-0.2,2,·,0,·,1
Cc1cccc(NC(=O)CSc2nnc(CSc3nc(C)cc(C)n3)o2)c1,-2,-13,-3,-16,0.1,23,-7,2,-4,-9
COC(=O)Cc1c(C)c2c(OCc3nn[nH]n3)cc(C)cc2oc1=O,-4,-20,0,-2,-0.2,11,-5,-4,-1,-3
Cc1ccc(C(=O)N/C(=C\c2ccco2)C(=O)NCc2cccnc2)cc1,1,1,3,13,0.1,8,5,-6,5,4
FC(F)Oc1ccccc1/C=N/n1cnc2ccccc21,-9,-47,15,-191,2.9,25,4,-6,-7,16
O=C(Nc1ccc(-c2ccco2)cc1)C1CCCN(Cc2ccc(CO)o2)C1 (stereo not given),0,5,-3,14,0.3,21,-10,-1,0,1
N#Cc1c(NC(=O)c2ccc(Cn3cc(Br)cn3)o2)sc2c1CCCCC2,1,-7,9,-37,1.0,3,6,42,-3,13
Cc1ccc(/C=C2/SC(=S)N(CCC(=O)N3CCOCC3)C2=O)cc1,12,-25,-7,-25,0.2,18,-4,8,6,-10
COc1ccc(-c2oc3ccc(-c4cc(OC)c(OC)c(OC)c4)cc3c2C#Cc2ccsc2)cc1,13,-16,0,16,-0.1,0,-2,6,-2,-13
O=C(NCc1ccco1)c1nc(-c2ccc(F)cc2)no1,4,-22,-1,-40,0.2,-2,1,-5,4,3
COC(=O)/C(=C\Nc1ccccc1N)c1ncc(C(F)(F)F)cc1Cl,3,-81,87,-8,2.2,0,-1,-17,-3,138*
CN(CCOc1ccccc1)C(=O)c1ccc(N2CCCC2)c([N+](=O)[O-])c1,3,-24,6,4,-0.3,20,0,-3,-2,13
O=S(=O)(Nc1ccc(-c2nc3cccnc3s2)cc1)c1cc(F)ccc1F,-5,-19,-4,-21,3.1,-12,6,-6,2,3
CSCCC(=O)Nc1ccc(C(C)=O)cc1,1,-68,3,-143,3.8,14,-3,5,0,0
COc1ccc(CNC(=O)CCn2ccc3cc(S(=O)(=O)N4CCCC4)ccc32)cc1,-6,-21,-1,3,0.5,1,1,-2,-3,4
O=c1/c(=C/c2ccc(O)cc2)sc2nc3cc(Br)cnc3n12,2,-24,21,-8,-0.5,13,-5,8,-4,39
CC1(C)Cc2nc3sc4c(=O)n(CC(=O)NCc5ccccc5)cnc4c3cc2CO1,-12,-6,·,-40,3.7,36,-1,·,2,·
CCCc1cc(C(=O)Nc2ccc(C(=O)OC)cc2)cs1,-2,-92,-9,-74,1.0,24,8,16,-4,-6
O=C(N/N=C/c1ccc(OC(=O)c2ccccc2Cl)cc1)c1cc(O)cc(O)c1,-9,-13,-4,1,0.8,39,-5,30,1,-15
CC(=O)c1ccc(NC(=O)CSc2nc(C)cc(C)c2C(N)=O)cc1,2,-22,-9,6,-0.1,12,7,1,0,-1
COc1cc(OC)c(NC(C)C(=O)NCc2ccccc2)cc1Cl (stereo not given),4,-34,-7,4,0.8,16,-4,2,0,-22
O=C(O)c1ccccc1-c1nc2cc(Cl)ccc2c(=O)n1O,-12,18,-7,-29,-0.2,17,-5,-9,-1,-3
CN1CCN(C(=O)c2ccc(COc3ccc(Cl)cc3Cl)cc2)CC1,-3,-21,8,-37,0.1,22,-11,4,-5,23
O=C(Cn1nc(C(F)(F)F)c2c1CCC2)NC1CCCCC1,-2,-11,5,-7,-0.1,38,3,-2,1,6
Cn1c(=O)c2c(ncn2Cc2ccc(Cl)cc2)n(C)c1=O,5,-19,-1,17,0.0,9,2,-7,3,2
COC(=O)c1ccc(NC(=O)c2ccc(OC(C)=O)c(OC)c2)cc1,36,-70,24,-148,1.3,20,2,4,2,36
Cc1ccc(-c2nnn(CCOc3cccc(Br)c3)n2)cc1,-1,10,-2,-12,0.0,17,6,6,-2,-5
Cc1cc(C)c2nc(Cl)c(Cl)nc2c1,9,18,-9,6,-0.2,22,2,-4,-2,-10
CCOC(=O)c1csc(NC(=O)c2cc(=O)c3ccccc3o2)n1,-1,-3,6,-69,1.5,8,3,18,9,24
COc1ccc(C/C(C)=N/NS(=O)(=O)c2ccc(Br)cc2)cc1,-1,-8,0,-6,?,37,-1,-17,0,-17
COc1ccc(-c2nnc(CSc3nc4ccccc4c(=O)n3CC(C)C)o2)cc1OC,0,-23,10,11,-0.2,20,5,18,-1,18
COc1ccc(OC)c(C(=O)c2nc3c(n2O)CCCCC3)c1,1,2,4,2,0.4,6,8,9,2,-3
CC(=O)NC(CCS(C)(=O)=O)C(=O)Nc1c(F)cccc1F (stereo not given),-2,-3,-3,-25,-0.4,-1,2,-7,-3,-3
Cc1ccc(N2C(=O)CSC2c2ccccn2)cc1Cl (stereo not given),18,8,4,-14,·,27,4,3,3,16
COc1cccc(OC)c1OC(=O)c1cnccn1,-22,-2,-10,0,0.1,12,-1,-5,-1,-4
NC(=O)C1CCCN(C(=O)NC2CCCCC2)C1 (stereo not given),5,6,-4,1,-0.2,16,-5,-6,1,-11
Cc1sc2ncn(CC(=O)OCC(=O)NC(C)(C)C)c(=O)c2c1C,·,-7,-9,-10,-0.4,-20,2,1,0,5
CCCNS(=O)(=O)c1ccc(CCC(=O)N2CCCC2)cc1,-2,-4,-5,15,0.1,16,3,-7,5,8
COc1cc(O)ccc1/C=N/NC(=O)c1ccc([N+](=O)[O-])cc1,-5,-2,3,8,-0.6,18,-7,-5,-1,29
CCN(CC)S(=O)(=O)c1ccc(NC(=O)CO/N=C(\N)c2ccccc2)cc1,1,·,-7,14,0.8,29,·,-7,·,-8
Cc1ccc(-c2cc(C(=O)N3CCN(c4ccc(F)cc4)CC3)c3ccccc3n2)o1,0,-24,13,-96,0.5,7,-7,14,1,2
COc1ccc(CNc2nc3c(c(=O)n(Cc4ccc(Br)cc4)c(=O)n3C)n2C)cc1,3,-10,-5,52,-0.2,5,1,54*,4,-14
O=c1oc2ccccc2c(N2CCCCC2)c1[N+](=O)[O-],-6,-32,-4,15,-0.7,-4,-2,-4,0,-8
Cc1ccc(CN2CCN(Cc3ccncc3)CC2CCO)o1 (stereo not given),3,-27,-3,-4,0.0,2,4,-11,2,-14
Cc1ccccc1Cn1cc(NC(=O)c2nn(C)cc2Cl)cn1,-5,1,11,-16,·,-33,7,-1,9,18
COc1ccc(-c2cc3c(=O)n(CC(=O)Nc4cccc(Cl)c4)nc(C)n3n2)cc1,-8,-8,-3,40,-0.8,27,1,3,-3,-5
Cc1sc2ncn(CC(=O)NCc3ccccc3)c(=O)c2c1C,-6,-16,-6,-7,-0.1,13,-6,-7,3,-22
O=[N+]([O-])c1ccc(C[n+]2ccccc2)cc1,0,·,3,7,0.0,10,·,1,·,2

# Further records follow.
SMILES,Platelet DG rel,KLF5 inh,HSF1 inhib,aSyn 5UTR inh,HIF act,AI-2 QS mod,IEC-6 cytotox,SKKanGAS inh,HSP90 inh,HSF1 activator
CCOc1ccc(NC(=O)CSc2nccn(-c3ccc4c(c3)OCCO4)c2=O)cc1,-5,·,-7,-7,0.2,33,·,-7,·,-1
CCOc1ccc(S(=O)(=O)NCC2CCCO2)c2cccnc12 (stereo not given),0,7,3,21,-0.1,21,2,5,-1,-3
Cc1onc(-c2ccccc2)c1CNC(=O)Nc1ccc(C(F)(F)F)cc1,14,21,-6,24,-0.4,-1,-3,3,-1,8
CCCOc1ccc(-c2cnc(N)s2)cc1,-7,-92,-2,-158,0.3,-1,-2,-12,0,1
COc1ccc(N2CCN(C(=O)CCn3nnc4ccccc43)CC2)cc1,-3,-3,-1,-24,-0.5,10,-4,2,-2,12
COc1ccc(NC(=O)CSc2nnc(Cc3ccc(C)cc3)c(=O)n2N)cc1,11,·,-1,-3,-0.3,?,·,6,·,-3
Cc1ccc(C(=O)O)cc1-c1ccc(C=C2C(=O)c3ccccc3C2=O)o1,2,-7,-6,-3,-0.2,22,-12,12,1,15
Cc1ccc(CNC(=O)CCC(=O)n2ncc3cc(C)ccc32)cc1,8,-16,4,-19,-0.2,20,-12,-8,-6,3
CC(C)CCNC(=O)CCn1nc(-c2ccccc2)ccc1=O,-11,-24,-10,25,0.2,-5,3,-19,3,11
N#CCCn1cc(C(=O)O)c(-c2cccs2)n1,-2,-18,-1,-2,0.4,23,6,6,6,9
CCCC(=O)N(CCN1CCOCC1)c1nc2ccc(OCC)cc2s1,-6,-12,-1,-43,0.4,14,-4,-5,-5,5
O=C(NC1(C(F)(F)F)NC(=O)N(Cc2ccco2)C1=O)c1cccs1 (stereo not given),3,-36,4,-14,-0.2,1,-3,7,1,25
O=C(c1cc2cc(Cl)ccc2[nH]1)N1CCN(c2ccccc2F)CC1,4,-20,-1,11,-3.5,15,6,-5,-2,-3
O=C(O)C1CCCCC1C(=O)Nc1ccc2c(c1)CCC2 (stereo not given),-10,3,84,-57,1.3,-2,4,-3,7,123*
Cc1cc(C)c(NC(=O)COC(=O)C2CCC(=O)N2)c(C)c1 (stereo not given),0,-24,-5,-4,0.1,24,-2,-6,4,-7
COc1cccc(-c2nc(CS(=O)CC(=O)NCc3ccccc3)c(C)o2)c1 (stereo not given),-3,-29,-5,22,0.1,7,2,-10,-4,1

# No enrichment for hits; 6% or so of the library scored in one or more.
